Screens (PubChem BioAssay)
PI4K2A inh = blocks human PI4K2A kinase activity; Q9BTU6; purified PI4K2A, ADP-Glo luminescence, 1 h; hits give low values; activity change, negative = inhibition, % at 76.9 µM; actives 0.13% (n = 420,000); AID 1346378; in the data active = activity change below about -50%; inconclusive = mostly about -30% to -49%;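 also: -100% = wells without enzyme as full effect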
Target sequence (Q9BTU6 whole entry, looked up): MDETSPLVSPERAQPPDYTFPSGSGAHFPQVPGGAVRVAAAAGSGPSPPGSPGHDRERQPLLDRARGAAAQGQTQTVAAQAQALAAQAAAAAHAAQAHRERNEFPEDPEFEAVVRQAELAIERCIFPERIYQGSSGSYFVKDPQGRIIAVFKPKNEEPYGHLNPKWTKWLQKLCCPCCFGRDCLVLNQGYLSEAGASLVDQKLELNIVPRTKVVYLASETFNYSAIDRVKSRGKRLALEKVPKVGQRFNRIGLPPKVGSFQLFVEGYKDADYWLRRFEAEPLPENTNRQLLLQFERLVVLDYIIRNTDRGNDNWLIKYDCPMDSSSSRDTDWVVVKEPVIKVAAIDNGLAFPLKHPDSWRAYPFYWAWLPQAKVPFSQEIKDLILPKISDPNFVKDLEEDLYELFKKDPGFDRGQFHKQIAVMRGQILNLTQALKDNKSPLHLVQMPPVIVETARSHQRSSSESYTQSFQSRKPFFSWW
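In this quantitative HTS, ADP production by PI4K2A was quantified luminescently after 1 h at ambient temperature; 100 microM adenosine served as plate-quality control.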
BAZ2B inh = inhibitors of human BAZ2B bromodomain; Potency, µM (series often up to 114 µM), for inactives: top-dose activity change, negative = inhibition, actives largely listed as inhibitors; actives 4.4% (n = 360,000); Q9UIF8; AID 504333; AlphaScreen BAZ2B-H3K14Ac peptide displacement; also: potency is read from the fitted curve at half-maximal effect; % is scaled to controls: 0 for no effect and ±100 for the full control effect; nearly all actives have a fitted effect of over 60% in size
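BAZ2B (50 nM) with biotin-H3(5-23)K14Ac peptide (50 nM) in PBS pH 7.4, 0.01% Tween-20, preformed 30 min, then compound 30 min at room temperature; top concentration 110uM. AlphaScreen streptavidin donor/nickel chelate acceptor beads (10 ug/mL final), 20 min dark, signal read.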
HP1b chromo inh = HP1-beta chromodomain-methylated histone interaction inhibition. P83916. AlphaScreen HP1-beta / biotin-H3K9me3 peptide binding. Potency, µM (top dose mostly 114 µM), for inactives: at the top dose activity change, negative = inhibition, hits mostly inhibitors. actives 0.56% (n = 390,000). AID 540317; also: potency is read from the fitted curve at half-maximal effect; nearly all actives have a fitted effect of over 70% in size; inactives centre near 23
Target sequence (P83916 whole entry, looked up): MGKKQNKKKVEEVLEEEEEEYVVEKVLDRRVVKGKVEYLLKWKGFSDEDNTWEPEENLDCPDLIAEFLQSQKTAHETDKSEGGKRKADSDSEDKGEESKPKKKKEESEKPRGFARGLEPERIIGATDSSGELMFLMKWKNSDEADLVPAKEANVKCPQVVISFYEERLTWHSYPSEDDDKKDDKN
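HP1-beta protein (50 nM final) preincubated 30 min at room temperature with biotinylated H3(1-18)K9me3 peptide (50 nM) in PBS pH 7.4, 0.01% Tween-20, then compound added for 30 min. AlphaScreen streptavidin donor/nickel chelate acceptor beads (10 ug/mL final), 30 min dark, luminescence read.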
JMJD2A Tudor inh = JMJD2A Tudor domain (human) inhibition; AlphaScreen JMJD2A-Tudor / H3K4me3 peptide binding; Potency, µM (doses to about 114 µM), for inactives: top-dose activity change, negative = inhibition, hits mostly inhibitors; actives 4.4% (n = 390,000); also: potency is read from the fitted curve at half-maximal effect; % is scaled to controls: 0 for no effect and ±100 for the full control effect; nearly all actives have a fitted effect of over 50% in size
G9a block = blocks human histone lysine methyltransferase G9a; Q96KQ7; G9a H3K9 monomethylation, AlphaScreen, 2 h; Potency, µM (highest dose often 102 µM), for inactives: at the highest dose activity, negative = inhibition, hits mostly inhibitors; actives 8.8% (n = 350,000); also: potency is read from the fitted curve at half-maximal effect; % is scaled to controls: 0 for no effect and ±100 for the full control effect; nearly all actives have a fitted effect of over 75% in size
Target sequence (Q96KQ7 913-1193 limits assumed): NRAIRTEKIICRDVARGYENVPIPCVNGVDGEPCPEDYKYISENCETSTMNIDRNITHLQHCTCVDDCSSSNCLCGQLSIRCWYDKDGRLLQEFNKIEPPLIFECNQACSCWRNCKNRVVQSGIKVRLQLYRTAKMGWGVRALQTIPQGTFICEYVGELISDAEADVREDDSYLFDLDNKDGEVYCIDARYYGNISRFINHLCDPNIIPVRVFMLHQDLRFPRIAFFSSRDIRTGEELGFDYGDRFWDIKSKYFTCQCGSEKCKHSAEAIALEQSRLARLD
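AlphaScreen detection with an anti-monomethyl H3K9 antibody quantified product after a 2 h room-temperature reaction containing 500 nM biotinylated H3K9 peptide, 20 µM SAM and 20 nM enzyme, which had been preincubated 15 min with compound.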
Pin1 inh = human Pin1 inhibition; Q13526; Pin1 FP peptide displacement, HiFluor488, 10 min; Potency, µM (series often up to 115 µM), inactives show at the highest dose activity, negative = inhibition, most hits filed as inhibitors; actives 0.009% (n = 390,000); active = well fitted inhibition curve with a large enough effect in the polarisation, with a control signal flat, not every such curve was filed as active; inconclusive = small, poorly fitted or top-dose-only effect, or effect the other way, or a change in a side signal; inactive = no such curve, though single readings can be large or run the other way; the % refers to the polarisation; also: potency is read from the fitted curve at half-maximal effect; % is scaled to controls: 0 for no effect and ±100 for the full control effect
ERG Ets-DNA blk = inhibitors of human ERG Ets domain-DNA interaction | P11308 | fluorescence polarization, His-ERG Ets domain / labelled DNA | Potency, µM (titrated, usually from 76.9 µM), without a hit: at the highest dose FP activity, negative = inhibition, most hits filed as inhibitors | actives 0.028% (n = 370,000); active = well fitted inhibition curve with a large enough effect in the polarisation, with a control signal flat; inconclusive = small, poorly fitted or top-dose-only effect, or effect the other way, or a change in a side signal; inactive = no such curve, though single readings can be large or run the other way; the % refers to the polarisation;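 also: polarization taken with two DNA probes labelled with fluorescein and Texas red; potency is read from the fitted curve at half-maximal effect; % of control where 0% means no effect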
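His-tagged ERG Ets domain (1 uM in the protein solution; 300mM KCl, 50mM Tris-HCl, 1mM EDTA, 1mM DTT, pH 7.5) received compound, then a probe mix of 5 nM fluorescein-DNA and 100nM Texas-615-DNA. Fluorescence polarization was read for both dyes.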
PGK inhibitor = T. brucei PGK inhibition | P07378 | PGK/GAPDH coupled, Kinase-Glo luminescence, 60 min | Potency, µM (highest dose often 57.5 µM), for the others: top-dose activity change, negative = inhibition, hits mostly inhibitors | actives 0.043% (n = 380,000) | AID 602233; also: potency is read from the fitted curve at half-maximal effect; % is scaled to controls: 0 for no effect and ±100 for the full control effect; nearly all actives have a fitted effect of over 60% in size
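Recombinant glycosomal PGK reaction used 1,3-bisphosphoglycerate generated in-well by GAPDH (100nM final) in 100mM TEA pH 7.6, 5mM MgCl2, 0.01% Tween-20. After 60 minutes at room temperature, ATP was read by Kinase-Glo Plus luminescence end-point.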
GLS inhibitor = inhibitors of human glutaminase (GLS) | O94925 | GLS enzymatic activity, qHTS titration | Potency, µM (series often up to 45.5 µM), for inactives: at the highest dose activity change, negative = inhibition, hits mostly inhibitors | actives 0.21% (n = 410,000) | AID 624170; also: potency is read from the fitted curve at half-maximal effect; % is scaled to controls: 0 for no effect and ±100 for the full control effect
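hKGA in 45 mM KH2PO4 pH 8.2, 0.02% Tween-20 with pin-transferred compounds; 1 mM L-glutamine (stock) plus glutamate oxidase/HRP/Amplex Red coupling added. Fluorescence read initially and after 30 min at RT.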
* marks the source's active call; other numbers are inactive results; i = inactive; ? = inconclusive; . = not tested or not shown; & = joins results of further samples; [ ] = another dose, or the depositor's remark. Unless noted, calls follow the shape of the dose curve; as a rule, active = well fitted curve in the direction sought with a large enough effect; inconclusive = small, poorly fitted or top-dose-only effect, or another doubt; inactive = no such curve, though single readings can be large; an effect the other way counts as inactive or inconclusive.

nr	Molecule	PI4K2A inh	BAZ2B inh	HP1b chromo inh	JMJD2A Tudor inh	G9a block	Pin1 inh	ERG Ets-DNA blk	PGK inhibitor	GLS inhibitor
1	CCCCNC(=S)N(CCCO)Cc1cc2cc3c(cc2[nH]c1=O)OCCO3	1	-21%	41%[activator]	-19%	11%	38%[activator]	6%	i	-10%
2	CC(C)C(OC(=O)c1cc2c(s1)CCCCC2)C(=O)NC(N)=O (stereo not drawn)	0	1%	4%	-22%	0%[59 µM]	4%	2%	-4%	2%
3	O=C1C=C(c2ccc3[nH]ccc3c2)C[C@@H](c2ccc(F)cc2)C1	2	-28%	5%	-35%	2%[0.501 µM]	2%	-3%	-3%	-5%
4	O=C(O)Cc1c[nH]c2cccc(O)c12	-8	35µM*	35µM*	22µM*	-33%[12.7 µM]	.	-3%	?	?
5	COc1ccc2oc(C(=O)OC(C)C(=O)N3C(C)CCCC3C)c(C)c2c1 (stereo not drawn)	-3	.	10%[57 µM]	-18%	.	-10%	2%	-14%	6%
6	Cc1c(Cl)cccc1N=C1SCCN1C(=O)CN1C(=O)NC2(CCCC2)C1=O	-3	-31%	15%	-32%	-37%	5%	0%	i	-13%
7	CCC(C)(C)n1nnnc1C(C(C)C)N(CCCO)Cc1cc2cc(C)ccc2[nH]c1=O (stereo not drawn)	10	-5%	18%	-19%	.	2%	-1%	-3%	0%
8	Cc1csc(NC(=O)c2cccc(Cn3nc(C)c(Br)c3C)c2)n1	7	-29%	-4%	-28%	?	1%	5%	i	2%
9	Cc1scc(C(=O)NNC(=S)NCC2CCCO2)c1-c1ccccc1 (stereo not drawn)	6	1%	16%	-17%	-4%[59 µM]	-4%	1%	-5%	17%
10	COc1cccc2cc(C(=O)NCc3ccccc3Cl)c(=O)oc12	-5	8%	32%	-11%	27%	-8%	2%	-1%	12%
11	CC1CCC(NC(=O)C2c3ccccc3C(=O)N2Cc2cccs2)CC1 (stereo not drawn)	1	-10%	3%	-1%	-4%[59 µM]	-7%	-6%	13%	10%
12	Cc1ccc(NC(=O)c2sc(=S)n(-c3cc(C)ccc3F)c2N)cc1	2	?	?	?	8.9µM*	3%	3%	-2%	-21%
13	COc1ccc(C(=O)N(C)Cc2ccon2)cc1OC1CCN(C(C)C)CC1	3	2%	17%	3%	.	3%	10%	5%	1%
14	S=C(NCCc1ccccc1)N/N=C/c1cccc(Cl)c1Cl	-1	-12%	29%	-6%	64%[activator][59 µM]	7%	-7%	2%	8%
15	CCc1ccc(C(=O)NN(C(=O)c2ccc(CC)cc2)C(C)(C)C)cc1	-3	5%	29%	-8%	12%[59 µM]	-1%	.	0%	-7%
16	COc1ccc2nc(C)cc(NCc3cccc(C(F)(F)F)c3)c2c1	1	1%	-1%	-20%	?	-3%	20%	i	-4%
17	COc1cccc(NC(=O)Cn2c3ccc(OC)cc3c3nc4n(c(=O)c32)CCS4)c1	3	-12%	30%	-9%	.	-3%	1%	7%	5%
18	O=C(NCCc1ccccc1)C1CC(=O)N(CCc2ccccc2)C1 (stereo not drawn)	-2	-25%	12%	-21%	4%[59 µM]	-9%	-2%	-10%	4%
19	CC(=O)c1ccc(OC(=O)c2nc(-c3ccccc3)oc2C)cc1	12	?	26%	-29%	56µM*	0%	-8%	i	0%
20	Cc1occc1-c1nnc(SCC(=O)N2CCCC(C)C2)o1 (stereo not drawn)	3	-9%	-3%	-13%	3%[2.33 µM]	-1%	.	-1%	10%
21	CCN1CCN(C(=O)C2CCN(S(=O)(=O)c3ccc4c(c3)NC(=O)C(C)S4)CC2)CC1 (stereo not drawn)	4	-2%	23%	2%	-2%[0.0925 µM]	2%	1%	0%	0%
22	O=c1oc2ccccc2nc1/C=C(\O)c1ccccc1	2	?	50%[activator]	-4%	.	6%	17%	-7%	21%
23	Cc1cc(Br)ccc1NC(=S)NCCc1ccccc1	-3	-30%	14%	-5%	-8%	-2%	2%	-4%	-24%
24	COc1ccc([C@H]2CC(=O)C=C(c3cc(C)ccc3OC)C2)cc1	-3	-2%	49%[activator]	19%	-3%[2.33 µM]	15%	-16%	i	10%
25	Cc1cc(C)cc(OCC(=O)Nc2cccc(-c3nc4ncccc4o3)c2)c1	1	-3%	47%[activator]	-8%	-8%	12%	6%	-9%	0%
26	Cc1ccccc1/C=C(\C#N)c1nc(-c2ccc(Cl)cc2)cs1	0	49%[activator]	111%[activator]	71%[activator]	133%[activator][59 µM]	55%[activator]	0%	1%	0%
27	COC(=O)c1ccc(Oc2nc3ccccc3n3c(C)nnc23)cc1	-4	.	61%[activator]	-14%	.	-5%	10%	-6%	4%
28	CSc1oc(-c2cccs2)nc1S(=O)(=O)c1ccccc1	-2	8%	5%	-1%[11.4 µM]	.	-4%	18%	i	11%
29	CC(=O)N(c1ccc(Cl)cc1)c1c[nH]c2ccccc12	-4	-6%	7%	-17%	-29%	-1%	.	.	7%
30	CC(C)CNC(=O)C(=O)NNC(=O)c1ccco1	0	?	12%	-14%[11.4 µM]	11µM*	-5%	6%	i	9%
31	CCOc1ccc(NS(=O)(=O)c2ccc(NS(=O)(=O)c3ccc(SC)cc3)cc2)cc1	7	-35%	6%	-23%	-5%[12.7 µM]	-3%	1%	5%	11%
32	CCOc1nc(Nc2cc(Cl)ccc2OC)nc(OCC)n1	-1	14%	34%	-6%	2%[59 µM]	-9%	-5%	8%	17%
33	Cc1ccccc1NC(=O)Cn1cc(C(=O)C2CC2)c2ccccc21	4	-16%	27%	-14%	7%	2%	15%	7%	8%
34	COc1ccc(S(=O)(=O)CCC(=O)Nc2cc(C)ccc2OC)cc1	2	-1%	33%	-13%	28µM*	1%	-2%	-5%	0%
35	COc1ccc(NC(=O)c2c3c(nc4ccccc24)CCN(Cc2ccccc2)C3)c(OC)c1	6	?	-18%	?	?	1%	-17%	-2%	3%
36	COCCCNc1nc2c(c(=O)n(C)c(=O)n2C)n1Cc1ccccc1	-2	-8%	41%[activator]	-16%	-33%[59 µM]	5%	-4%	3%	0%
37	COc1ccc(C)cc1NC(=O)c1ccc(CN2CCc3ccccc3C2)cc1	-5	-6%	81%[activator]	-14%	.	-10%	-6%	-5%	9%
38	Cn1nc([N+](=O)[O-])nc1Oc1ccccc1	1	-1%	24%	2%	-50%[2.33 µM]	1%	-3%	-3%	-3%
39	CC(C)NC(=O)C1CCN(C(=O)N2CC(C)Oc3ccccc32)CC1 (stereo not drawn)	0	0%	41%[activator]	-2%	0%[59 µM]	0%	-3%	-1%	-1%
40	OC[C@@H]1CCCN1Cc1cn(-c2ccccc2)nc1-c1ccc2c(c1)OCO2	1	-2%	27%	-27%	-33%	4%	-9%	-4%	21%
41	CS(=O)(=O)c1cccc(NC(=O)C2CC2)c1	3	-16%	37%	-1%	-6%	-6%	-9%	i	-1%
42	CN1CC(c2ccccc2)C2(COc3ccccc3C2=O)C12C(=O)Nc1ccccc12 (stereo not drawn)	4	-33%	-19%	?	0%	0%	2%	8%	3%
43	O=C(/C=C/c1ccc([N+](=O)[O-])cc1)OCC(=O)N1CCOCC1	-4	.	14%	-10%	.	3%	8%	-1%	9%
44	CN1CCN(C=Nc2nc3ccccc3nc2N2CCCC2)CC1	5	7%	84%[activator]	12%	?	-2%	2%	i	6%
45	CCCn1cc(S(=O)(=O)c2ccc(F)cc2)c(=O)c2cc(OCC)ccc21	-7	-3%	64%[activator]	-8%	13%	-1%	17%	2%	3%
46	Cc1cccc(C(=O)Nc2ccccc2C(=O)OCc2c(C)noc2C)c1	-5	9%	66%[activator]	16%	49%[activator]	0%	2%	-1%	-1%
47	Cc1cccn2c(=O)nc(SCC(=O)NCCc3ccccc3)nc12	-3	-4%	2%	-17%	-36%	-1%	5%	-2%	8%
48	CC(=O)Nc1nonc1NC(=O)CSc1ncn[nH]1	5	-10%	21%	?	?	3%	-5%	5%	-3%
49	O=c1c2ccccc2nc(SCc2ccccc2Cl)n1Cc1ccccc1	-1	2%	110%[activator]	11%[57.1 µM]	15%[12.7 µM]	-1%	-12%	0%	1%
50	Cc1c(Cl)cnc(NC(=O)COC(=O)c2cc3c(s2)CCC(C)C3)c1Cl (stereo not drawn)	-3	3%	10%	-18%	35µM*	-2%	2%	.	2%
51	CC(=O)N(Cc1cccnc1)c1nc2c(C)cc(C)cc2s1	-2	-13%	17%	-7%	?	?	1%	0%	4%
52	CC(Oc1ccc(Br)cc1)C(=O)N1CCN(c2ccccn2)CC1 (stereo not drawn)	-2	-14%	25%	-8%	24%	-1%	2%	2%	-1%
53	COCCNC(=O)/C(C#N)=C/c1c(N2CC(C)OC(C)C2)nc2ccccn2c1=O (stereo not drawn)	2	-2%	44%	-5%	-8%	-4%	9%	-2%	0%
54	COc1ccccc1C(=O)Nc1ccc2c(c1)nc(CN1CCCCC1)n2C	1&-8	-14%&-13%	31%&41%	-14%&-15%	1%	0%&-1%	-3%&11%	-2%	-9%&3%
55	CCN1CCN(c2csc3ccc(C)cc3c2=O)CC1	3	?	20%[57 µM]	-19%	-37%[59 µM]	8%	6%	3%	14%
